# Pf growth 48h – inhibits P. falciparum growth in the first generation, 48 h; P. falciparum luciferase growth in erythrocytes, 48 h; 5.9% of 310,000 active; AID 504832; Potency, µM (series often up to 28.7 µM), for inactives: top-dose activity change, negative = inhibition, usual class: inhibitors; also: potency is read from the fitted curve at half-maximal effect; % is scaled to controls: 0 for no effect and ±100 for the full control effect
#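 Here the parasites carry a stable luciferase gene and grow inside erythrocytes in Albumax-based RPMI medium with compound for one erythrocytic cycle. Activity is scored as loss of luminescent signal.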
# Shiga inhibitor – inhibitors of Shiga toxin in Vero cells; inhibition, % at 38.7 µM; 9.2% of 290,000 active; Vero cells, Shiga toxin protein synthesis inhibition reporter; AID 2315; in the data active = inhibition mostly above about 28%, no sharp cut-off; inactive = mostly below about 43%; also: 0% is about no effect
# Pf growth 96h – inhibits malaria parasite growth, 96 h; P. falciparum luciferase reporter growth, 96 h; Potency, µM (top dose mostly 28.7 µM), for the others: at the top dose activity change, negative = inhibition, usual class: inhibitors; 6.9% of 320,000 active; also: potency is read from the fitted curve at half-maximal effect; % is scaled to controls: 0 for no effect and ±100 for the full control effect
#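 96 h incubation, 37 C, 5% CO2, of luciferase-reporter P. falciparum-infected RBCs (2% hematocrit, 0.05% parasitemia final) with test compounds; endpoint luminescence.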
# Tb PYK inh – inhibitors of Trypanosoma brucei pyruvate kinase | Q57TT1 | TbPYK enzyme, Kinase-Glo Plus ATP luminescence, 45 min | Potency, µM (titrated, usually from 76.8 µM), inactives show at the top dose activity, negative = inhibition, usual class: inhibitors | 0.12% of 410,000 active; also: potency is read from the fitted curve at half-maximal effect; % is scaled to controls: 0 for no effect and ±100 for the full control effect; nearly all actives have a fitted effect of over 50% in size
#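 Luminescent Kinase-Glo Plus end-point after 45 min room-temperature reaction of T. brucei pyruvate kinase started with 130 uM ADP (final). Buffer TEA 50 mM pH 7.2 with KCl, MgCl2, BSA, Tween-20; titration-based qHTS with fitted concentration-effect curves.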
# Cycloheximide cs – counter-screen hit for Shiga toxin inhibitors, cycloheximide; 12% of 300,000 active; max response, %; AID 2314; cell reporter, cycloheximide protein synthesis inhibition counterscreen; in the data active = max response mostly above about 13%, no sharp cut-off; inactive = mostly below about 14%; also: read at 38.3 µM for the half of the compounds with a filed dose; 0% is about no effect
# HCV inh – HCV inhibition | 3.4% of 340,000 active | Potency, µM (series often up to 41.8 µM), for inactives: at the highest dose activity change, negative = inhibition, hits mostly inhibitors | Huh7.5.1 HCVcc-Cre infection, luciferase reporter, 44 h; also: potency is read from the fitted curve at half-maximal effect; % is scaled to controls: 0 for no effect and ±100 for the full control effect
#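 HCVcc-Cre virus at an moi near 0.5 was added right after compound to cells cultured 4 h from seeding (1,000 cells/well). Luciferase activity was determined 44 h later, 15 min after substrate addition at RT.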
# LmPK inhibitor – inhibitors of Leishmania mexicana pyruvate kinase. AID 1721. 0.37% of 290,000 active. purified LmPK, Kinase-Glo ATP luminescence, 1 h. Q27686. Potency, µM (doses to about 57.5 µM), inactives show top-dose activity change, negative = inhibition, usual class: inhibitors; also: potency is read from the fitted curve at half-maximal effect; % is scaled to controls: 0 for no effect and ±100 for the full control effect
# Target sequence (Q27686 whole entry, looked up): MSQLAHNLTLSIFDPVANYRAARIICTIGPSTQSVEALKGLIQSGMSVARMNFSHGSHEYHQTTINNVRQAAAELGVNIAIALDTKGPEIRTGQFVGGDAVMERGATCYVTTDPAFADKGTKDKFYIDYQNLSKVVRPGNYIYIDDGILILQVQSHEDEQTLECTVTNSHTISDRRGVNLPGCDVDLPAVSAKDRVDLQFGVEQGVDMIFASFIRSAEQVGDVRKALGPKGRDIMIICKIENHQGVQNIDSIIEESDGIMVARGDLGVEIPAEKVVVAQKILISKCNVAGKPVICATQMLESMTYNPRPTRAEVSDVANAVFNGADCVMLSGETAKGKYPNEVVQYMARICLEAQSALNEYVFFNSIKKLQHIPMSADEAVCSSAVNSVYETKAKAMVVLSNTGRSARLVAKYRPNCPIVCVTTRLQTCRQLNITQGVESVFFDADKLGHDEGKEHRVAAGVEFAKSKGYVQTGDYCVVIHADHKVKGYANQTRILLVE
#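 ATP generated from ADP (0.1 mM) and PEP (0.5 mM) by 0.1 nM LmPK over 1 h at room temperature (pH 7.2 imidazole buffer) was detected by coupled luciferase luminescence. Values were normalized to uninhibited and no-enzyme wells.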
# The depositor's hits bear a star; u = inconclusive; x = no result given; & = joins results of further samples; [ ] = remark or other dose. Unless noted, calls follow the shape of the dose curve; as a rule, active = well fitted curve in the direction sought with a large enough effect; inconclusive = small, poorly fitted or top-dose-only effect, or another doubt; inactive = no such curve, though single readings can be large; an effect the other way counts as inactive or inconclusive.
SMILES,Pf growth 48h,Shiga inhibitor,Pf growth 96h,Tb PYK inh,Cycloheximide cs,HCV inh,LmPK inhibitor
CC(C)(C)c1ccc(Cn2nnc3c(=O)[nH]c(C4CCCN(C(=O)c5ccco5)C4)nc32)cc1 (configuration not stated),0.828µM*,2.0,34.8%[activator],-2.9%,4.6,-3.8%,4.0%
Cc1ccc(N(C(=O)C2CCCC2)C2C=CS(=O)(=O)C2)cc1 (configuration not stated),4.5%,-21.6,12.8%,0.3%,-1.5,2.1%,-0.6%
CCOCCOCN(C#N)c1nc(OC)nc(N(C)C)n1,5.3%,10.2,u,1.6%,-3.6,-9.5%,-7.6%
COc1ccccc1-c1nc(SCC(=O)Nc2ccccc2F)n[nH]1,17.3%,-6.3,u,1.3%,2.4,0.1%,-1.6%
COc1ccccc1OCc1cc(C(=O)NCCN2CCCC(O)C2)no1 (configuration not stated),0.1%,4.1,0.0%,1.6%,-2.3,12.7%,-6.5%
COc1ccccc1OCCC(=O)Nc1cccc(S(=O)(=O)N2CCCCC2)c1,-3.8%,12.1,-24.2%,-5.1%,-3.2,u,1.2%
CC(=O)c1ccc(S(=O)(=O)NCc2nnnn2-c2ccccc2)cc1,4.8%,-2.6,-8.2%,3.4%,-4.6,1.3%,3.8%
COCC1CCN(C(=O)C2CCC(=O)N(Cc3cccc(F)c3)C2)CC1 (configuration not stated),-19.6%,-17.4,11.9%,-3.6%,1.4,2.2%,-2.6%
Cc1ccc(-c2nc3ccccc3c(=O)n2-c2c(C)n(C)n(-c3ccccc3)c2=O)cc1,11.7%,13.2,0.0%,-2.8%,-0.7,16.5%,-1.0%
CCn1c(CNc2ccc(Cl)cc2)nnc1SCc1ccccc1,x,-19.3,u,0.0%,-6.6,6.5%,0.8%
Oc1ccc(Br)cc1C=Nc1ccc2c3c(cccc13)CC2,-11.5%,30.3,51.9%[activator],-2.1%,4.3,-28.3%,-7.1%
CCOC(=O)C(C(=O)OCC)N(C#N)c1nc(N(C)C)nc(N(C)C)n1,4.3%,-10.5,23.9%,0.2%,-2.5,15.5%,0.8%

# Single records, as listed above:
# `Cc1ccc(N(C(=O)C2CCCC2)C2C=CS(=O)(=O)C2)cc1` (configuration not stated) is listed with Pf growth 48h: 4.5%; Shiga inhibitor: -21.6; Pf growth 96h: 12.8%; Tb PYK inh: 0.3%; Cycloheximide cs: -1.5; HCV inh: 2.1%; LmPK inhibitor: -0.6%
# `COCC1CCN(C(=O)C2CCC(=O)N(Cc3cccc(F)c3)C2)CC1` (configuration not stated) is listed with Pf growth 48h: -19.6%; Shiga inhibitor: -17.4; Pf growth 96h: 11.9%; Tb PYK inh: -3.6%; Cycloheximide cs: 1.4; HCV inh: 2.2%; LmPK inhibitor: -2.6%

# Going on with the list:
SMILES,Pf growth 48h,Shiga inhibitor,Pf growth 96h,Tb PYK inh,Cycloheximide cs,HCV inh,LmPK inhibitor
O=C(COC(=O)c1ccc(F)cc1Cl)NC1CCS(=O)(=O)C1 (configuration not stated),6.7%,x,5.4%,0.0%,x,7.1%,x
O=C(CN(Cc1ccccc1)S(=O)(=O)c1cccc(C(F)(F)F)c1)NC1CCCCC1,2.9%,-7.1,u,-1.5%,-3.9,-9.3%,2.8%
CCC(C(=O)OCCOCCN(CC)CC)c1ccccc1 (configuration not stated),1.5%&21.8%,21.3,u,-9.9%&8.7%,0.7,-7.2%,0.2%
Cc1ccc(S(=O)(=O)Nc2nsc(N)n2)cc1,6.8%,-7.1,-49.4%,0.0%,2.7,8.8%,1.1%
Cc1cc(C)cc(OC(C)C(=O)Nc2ccccc2C(=O)NCc2cccnc2)c1 (configuration not stated),u,9.4,u,u,-4.9,u,-1.8%
O=C(CC1C(=O)NCCN1Cc1cccc(Oc2ccccc2)c1)NCCc1cscn1 (configuration not stated),-15.8%,-8.6,-1.1%,0.9%,-1.4,2.2%,-2.6%
CCOC(=O)c1sc(-c2ccccc2)cc1NC(=O)Nc1ccccc1,0.0%,4.1,u,13.2%,8.5,10µM*,3.6%
O=C(C1CCCN(S(=O)(=O)c2cccc3nsnc23)C1)N1CCCCCC1 (configuration not stated),-3.8%,-9.6,3.2%,8.5%,-2.6,1.4%,16.9%
CC(C)CNc1ncnc2c1sc1nc(N3CCOCC3)c3c(c12)CC(C)(C)OC3,u,-22.2,u,4.4%,18.4,u,5.3%
COc1ccc(N2CCN(S(=O)(=O)Cc3ccccc3)CC2)cc1,17.2%,-11.8,x,-2.0%,-2.0,5.7%,4.5%
Cc1ccc([N+](=O)[O-])c2c1C(N1CCCCC1)C(C)(C)O2 (configuration not stated),3.9%,-6.3,u,-0.1%,0.1,-21.4%,-2.3%
COc1ccc(OCC(=O)NC(=S)Nc2ccc(S(=O)(=O)Nc3cc(C)on3)cc2)cc1,27.2%,-2.1,-13.5%,-5.1%,1.3,25.3%,9.8%
CCN(CC)c1ccc(NC(=O)CN2CCN(S(=O)(=O)c3cc(Cl)ccc3OC)CC2)cc1,10.4µM*,6.4,x,-25.9%&-0.2%,6.0,u,0.6%
O=S(=O)(Nc1ccc(S(=O)(=O)N2CCOCC2)cc1)c1ccccc1,47.0%[activator],-23.2,8.3%,3.1%,-4.9,4.3%,-3.0%
O=C(Nc1ccccc1)c1cc2ccc3ccccc3c2s1,-3.1%,92.3*,-8.3%,-1.4%,47.0*,11.2µM*,-0.2%
CC(=O)Nc1ccc2nc(-c3ccncc3)[nH]c2c1,x,29.7,-1.8%,-2.1%,10.1,11.4%,3.7%
CN(C(=O)COC(=O)c1cnc(Cl)c(Cl)c1)C1CCS(=O)(=O)C1 (configuration not stated),5.3%,-3.9,1.6%,3.7%,-3.2,-13.5%,14.2%
c1ccc(Nc2nc(-c3ccccc3)ns2)cc1,165.6%[activator],81.8*,203.2%[activator],4.7%,51.9*,u,6.0%
O=S(=O)(NCC1CCCO1)c1ccc(S(=O)(=O)N2CCc3ccccc3C2)cc1 (configuration not stated),5.3%,17.3,2.4%,10.5%,-0.2,-12.0%,2.7%
O=C(NCCCNC(=O)c1ccc(-c2cccc(Cl)c2)o1)c1cnccn1,u,5.9,0.0%,-5.8%,-6.3,-4.4%,1.6%
COc1ccc(-c2[nH]ncc2CNC(C)Cc2ccsc2)c(F)c1 (configuration not stated),-20.9%,-11.9,4.65µM*,-1.7%,0.8,-5.1%,-1.8%
O=C(O)C1Cc2ccccc2CN1S(=O)(=O)c1ccc2ccccc2c1 (configuration not stated),x,-5.2,-19.5%,-8.9%,-1.8,16.3%,9.5%
Clc1ccc(SCc2cn3cccnc3n2)cc1,65.4%[activator],96.9*,64.7%[activator],-4.4%,26.6*,-17.0%,-0.8%
CCCn1c(=O)c2ccccc2n2c(SC(C)C(N)=O)nnc12 (configuration not stated),2.9%,-2.3,23.5%,-3.4%,-1.1,11.6%,0.4%

# The final five compounds of the section before open the next one:
SMILES,Pf growth 48h,Shiga inhibitor,Pf growth 96h,Tb PYK inh,Cycloheximide cs,HCV inh,LmPK inhibitor
O=C(NCCCNC(=O)c1ccc(-c2cccc(Cl)c2)o1)c1cnccn1,u,5.9,0.0%,-5.8%,-6.3,-4.4%,1.6%
COc1ccc(-c2[nH]ncc2CNC(C)Cc2ccsc2)c(F)c1 (configuration not stated),-20.9%,-11.9,4.65µM*,-1.7%,0.8,-5.1%,-1.8%
O=C(O)C1Cc2ccccc2CN1S(=O)(=O)c1ccc2ccccc2c1 (configuration not stated),x,-5.2,-19.5%,-8.9%,-1.8,16.3%,9.5%
Clc1ccc(SCc2cn3cccnc3n2)cc1,65.4%[activator],96.9*,64.7%[activator],-4.4%,26.6*,-17.0%,-0.8%
CCCn1c(=O)c2ccccc2n2c(SC(C)C(N)=O)nnc12 (configuration not stated),2.9%,-2.3,23.5%,-3.4%,-1.1,11.6%,0.4%
CCOc1ccc(NC(=O)C2CCN(C(=O)N3CCOc4ccccc43)CC2)cc1,u,7.1,u,2.4%,-1.2,-19.8%,-1.9%
Cc1cccc(C(=O)OCC(=O)NNC(=O)c2cccs2)c1O,-18.1%,x,17.6%,-1.4%,x,13.2%,x
Cc1c(N=C2NC(=O)/C(=C/c3ccc(O)cc3)S2)c(=O)n(-c2ccccc2)n1C,-9.0%,45.2,-19.1%,-4.8%,3.8,-13.8%,0.4%
CCOc1ccc(NC(=O)CSc2nnc(Cc3csc(C)n3)o2)cc1,2.6%,-2.1,4.3%,-4.0%,-0.7,9.1%,-2.7%
COc1cccc(CN2CCN(C(=O)c3cc(-c4ccccn4)nc4ccc(Cl)cc34)CC2)c1,u,-10.5,28.9%,-1.5%,-3.0,-9.6%,-4.7%
CCN(CC)S(=O)(=O)c1ccc(Nc2nc3ccccc3n3nnnc23)cc1,4.65µM*,108.9*,-2.5%,-27.5%,31.7*,-24.7%,-7.5%
Cc1ccc(NC(=O)n2ncc3c(C)cccc32)cc1F,191.9%[activator],105.9*,-14.4%,-9.0%,72.1*,-2.1%,-1.2%
COc1ccc(C2C(C(=O)OCC(=O)N3CCCCC3)CCC(=O)N2c2ccc(OC)cc2)cc1 (configuration not stated),-15.5%,5.2,31.3%[activator],5.5%,1.3,3.4%,-2.6%
O=C(COC(=O)CNS(=O)(=O)/C=C/c1ccccc1)Nc1cc(S(=O)(=O)N2CCCCC2)ccc1Cl,-5.8%,-8.5,-18.8%,2.8%,-2.4,19.6%,1.6%
COc1cc(CCC(=O)OCC(=O)Nc2c(C)cc(C)cc2C)cc(OC)c1OC,-2.8%,-7.0,37.7%[activator],0.0%,-1.7,-0.8%,0.2%
COC(=O)c1ccncc1C(=O)Nc1ccc(OC)cc1,7.0%,-13.0,7.2%,5.2%,1.6,0.0%,-1.1%
Cc1cc(N2CCN(C)CC2)nc2ccc(NC(=O)CCC3CCCC3)cc12,u,-7.6,u,6.0%,-4.3,u,4.1%
Cc1c(CCO)c(=O)[nH]n1C(=O)c1c(F)cccc1F,18.6%,14.7,20.4%,-4.5%,17.0,5.8%,-1.8%
COc1ccccc1NS(=O)(=O)c1ccc(Cl)c(NC(=O)CN2C(=O)c3ccccc3C2=O)c1,20.7%,-0.1,u,-12.5%,-2.0,18.9%,-0.3%
COc1cc(/C=C/C(=O)OCC(=O)NCc2ccccc2OC)ccc1O,u,x,-5.6%,0.6%,x,-1.5%[8.37 µM],x
COc1cccc(NC(=O)CSc2ncnc3c2cnn3Cc2ccccc2)c1,-27.9%,22.4,x,0.0%,1.6,-4.7%,2.1%
CNC(=S)NNC(=O)c1sccc1C,12.5%,33.7,u,-8.1%,17.5*,20.2%,-0.7%
CCC(=O)Nc1nnc(SCC(=O)NCCc2ccc(OC)c(OC)c2)s1,-5.8%,-4.3,u,-10.0%,1.3,5.0%,-2.5%
CN1C(C(=O)NCc2ccccc2)CC2Cn3c(nc4cc5ccccc5cc43)C21 (configuration not stated),u,-6.4,u,-1.8%,-3.0,u,6.5%
CCOC(=O)C1=C(CSc2nncn2C)NC(=O)NC1c1cc(OCC)ccc1OCC (configuration not stated),u,12.8,41.6%[activator],-20.7%,-0.6,6.3%,-7.8%
CC(C(=O)Nc1ccc(C#N)cc1)N(C)CC(=O)Nc1ccccc1Br (configuration not stated),u,-5.8,-17.7%,0.6%,6.8,u,3.3%
CC1(C)CC(=O)C(CC(=O)Nc2ccc(S(N)(=O)=O)cc2)=C(O)C1,2.2%,0.3,u,3.1%,-2.3,5.1%,-0.9%
CC(=O)Nc1cc(C(=O)NCc2ccco2)ccc1Sc1ccc(Cl)cc1,-12.9%,12.5,u,0.5%,-1.0,-5.2%,-1.5%
